# ATXN viability – viability counter-screen for ATXN expression inhibitors | S2 cells (HEK-293 line with an ATXN2-luciferase reporter) viability, CellTiter-Fluor protease fluorescence, 24 h | Potency, µM (highest dose often 56.7 µM), most hits filed as cytotoxic | 0.49% of 400,000 active | AID 651635; further: potency means the concentration at half of the fitted maximal effect; nearly all actives have a fitted effect of over 40% in size
# KB-3-1 cytotox – kills parental KB-3-1 adenocarcinoma cells. Potency, µM (top dose mostly 46.1 µM), for inactives: at the highest dose activity change, negative = cytotoxic, hits mostly cytotoxic. 1.4% of 400,000 active. KB-3-1 viability, CellTiter-Glo ATP luminescence, 72 h. AID 1347075; further: potency means the concentration at half of the fitted maximal effect; on the % scale 0 is the no-effect control and ±100 the full control effect; nearly all actives have a fitted effect of over 60% in size
#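 Cytotoxicity in the drug-sensitive parental line KB-3-1 was scored as loss of CellTiter-Glo luminescence following 72 h incubation with compound. Values come from curve fitting of normalized concentration-response data.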
# SW480 rereplic – DNA re-replication induction in SW480 cells | AID 624297 | 1.8% of 340,000 active | SW480 DNA re-replication, Hoechst DNA content imaging, 48 h | Potency, µM (top dose mostly 46.1 µM), without a hit: top-dose re-replication activation, actives largely listed as activators; further: potency means the concentration at half of the fitted maximal effect; % of control where 0% means no effect; nearly all actives have a fitted effect of over 55% in size
#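 Quantitative HTS format with DMSO vehicle controls; 48 hr drug incubation at 37 C, then 40 min Hoechst staining and scanning imager measurement at 405 nm excitation.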
# HT1080NT lethal – kills 2HG-producing HT-1080-NT fibrosarcoma cells | HT-1080-NT fibrosarcoma viability, CellTiter-Glo ATP luminescence, 48 h | Potency, µM (doses to about 46.1 µM), without a hit: top-dose activity, negative = less viability, usual class: cytotoxic | 1.6% of 360,000 active;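 further: NT is the 2HG producing partner of a matched IDH1 knockdown line; potency means the concentration at half of the fitted maximal effect; 0% = DMSO-treated cells and -100% = media-only wells without cells; nearly all actives have a fitted effect of over 55% in size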
#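 Read-out is CellTiter-Glo luminescence after 10 minutes at room temperature, following 48 hours' compound treatment of HT-1080-NT cells (750 cells/well, RPMI, 5% FBS, 37 degrees C).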
# HT1080 IDH1KD tx – kills HT-1080 cells with IDH1 knockdown | HT-1080 IDH1 knockdown viability, ATP luminescence, 48 h | Potency, µM (doses to about 46.1 µM), for inactives: top-dose activity, negative = toxicity, most hits filed as cytotoxic | 2% of 360,000 active;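 further: potency means the concentration at half of the fitted maximal effect; 0% = DMSO wells and -100% = cell-free medium wells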
#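 Cytotoxicity counter-line: IDH1KD HT-1080, 48 h, CellTiter-Glo. Curves classed by r2, magnitude and activity.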
# MCF10A rerep – inducers of DNA re-replication in MCF 10A breast cells; 2.9% of 350,000 active; MCF 10A DNA re-replication, Hoechst nuclear intensity, 48 h; AID 624296; Potency, µM (highest dose often 46.1 µM), for inactives: at the top dose activity, positive = re-replication, usual class: activators; further: potency means the concentration at half of the fitted maximal effect; % of control where 0% means no effect; nearly all actives have a fitted effect of over 50% in size
# ATXN2 expr inh – ATXN2 expression inhibition | Potency, µM (titrated, usually from 57 µM), inactives show top-dose activity change, negative = inhibition, usual class: inhibitors | HEK-293 ATXN2-luciferase reporter, luminescence, 24 h | 0.72% of 360,000 active; further: potency means the concentration at half of the fitted maximal effect; on the % scale 0 is the no-effect control and ±100 the full control effect; nearly all actives have a fitted effect of over 55% in size
#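 qHTS (up to 57 uM final) was run with 24 h compound exposure of reporter cells at 37 °C. Each well was multiplexed: SteadyGlo luminescence measured ATXN2-luciferase expression after a fluorogenic Gly-Phe-AFC viability readout (25 uM final).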
# IL-1B inflam inh – inhibitors of inflammasome signaling (IL-1 beta secretion); THP-1 LPS/ATP IL-1B secretion, AlphaLISA, 16 h; hits give low values; activity change, % at 57.5 µM; 4.7% of 360,000 active; in the data active means activity change below about -50%; inconclusive means mostly about -30% to -49%; further: on the % scale 0 is the no-effect control and ±100 the full control effect
#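 Secreted IL-1B measured by AlphaLISA bead assay after 16 h compound exposure of THP-1 cells; compounds (final up to 57.5 uM) added 1 h before LPS (250 ng/mL) and ATP (1.25 mM) stimulation; lower signal means less secretion.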
# KB-V1 cytotox – kills drug-selected multidrug resistant KB-V1 cells; KB-V1 MDR cells viability, CellTiter-Glo, 72 h; Potency, µM (highest dose often 46.1 µM), for the others: at the highest dose activity change, negative = cytotoxicity, hits mostly cytotoxic; 3.4% of 400,000 active; further: potency means the concentration at half of the fitted maximal effect; on the % scale 0 is the no-effect control and ±100 the full control effect; nearly all actives have a fitted effect of over 60% in size
#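 Drug-selected KB-V1 cells, grown in DMEM lacking phenol red with 10% FBS, receive compound titrations; after three days at 37 degrees C, surviving cell ATP is quantified by CellTiter-Glo luminescence and responses normalized and curve-fitted.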
# An asterisk follows results filed as active; i = inactive; u = inconclusive; x = not tested or not shown; [ ] = another dose, or the depositor's remark. Unless noted, the call rests on the fitted dose curve; in most records, active means well fitted curve in the direction sought with a large enough effect; inconclusive means small, poorly fitted or top-dose-only effect, or another doubt; inactive means no such curve, though single readings can be large; an effect the other way counts as inactive or inconclusive. The order is random; 11% or so of the library scored in one or more.
SMILES	SW480 rereplic	HT1080 IDH1KD tx	ATXN viability	HT1080NT lethal	KB-V1 cytotox	MCF10A rerep	IL-1B inflam inh	KB-3-1 cytotox	ATXN2 expr inh
COc1cc(/C=N/NC(=O)c2cc(-c3cccs3)nc3ccccc23)ccc1O	-34%	u	i	-23%	u	u	38	u	x
COc1ccccc1C(=O)Oc1ccc(C(c2c(C)[nH][nH]c2=O)c2c(C)[nH][nH]c2=O)cc1	x	x	i	x	23%	x	x	0%	6%
CN1C(C(=O)NCc2ccccc2)CC2Cn3c(nc4ccccc43)C21 (stereo not given)	18%[9.22 µM]	3%	i	1%	4%	-4%	18	19%	-2%
CC1=C(C(=O)OCc2ccccc2)C(c2cccc(Cl)c2Cl)CC(=O)N1 (stereo not given)	x	x	i	x	-19%	x	x	-9%	-18%
Cc1ccccc1NC(=O)c1c2c(nc3ccccc13)CCC2	-2%	-13%	i	-14%	3%	-7%	38	6%	-10%
CC(C)(C)NC(=S)N1CCC2CC1c1c(Cl)cccc12 (stereo not given)	x	4%	i	0%	22%	x	0	10%	-6%
Cc1sc2ccc3sccc3c2[n+]1C	-4%	-18%	i	5%	10%	15%	-95*	2%	-17%
COc1ccc(C(=O)N/N=C/c2sc(N3CCOCC3)nc2-c2ccccc2)cc1OC	-2%	-2%	i	-12%	-15%	2%	-6	-1%	-6%
COc1ccc(C2(O)CC3CCC(C2)N3c2nc(C)cc(C)c2C#N)cc1 (stereo not given)	13%	u	i	-28%	u	15%	-1	u	-6%
O=C(OCC(F)(F)F)c1cccc(COc2ccc3ccccc3c2)c1	-6%	0%[9.24 µM]	i	3%	-7%	7%	19	4%	2µM*
O=C(Nc1ccc(F)c(Cl)c1)c1ccccc1NC(=O)C1CCCCC1C(=O)O (stereo not given)	-7%	-9%	u	-5%	-6%	-12%	-15	-11%	39%[activator]
Cc1nc(CNS(=O)(=O)c2ccc(Oc3ccccc3)cc2)cs1	8%	-6%	i	u	8.2µM*	-4%	-6	u	-22%
O=C(COc1ccc2ccccc2c1Br)N1CCCC1	0%	-23%	i	-26%	-1%	3%	-13	-3%	4%
O=C(Nc1ccc(Cl)cn1)c1ccc([N+](=O)[O-])o1	2.9µM*	21µM*	i	23µM*	u	12µM*	-226*	8%	u
OC[C@@H]1CN(Cc2ccc(F)cc2)C[C@H](n2cnc3c(N4CCCC4)ncnc32)O1	x	22%	i	u	u	x	-91*	-7%	2%
O=C(O)C1CCCCC1C(=O)Nc1ccccn1 (stereo not given)	-2%	6%	u	8%	9%	-2%	21	-8%	1%
CS(=O)(=O)c1ccc(Cl)c(NC(=O)COC(=O)c2ccc(S(=O)(=O)N3CCCC3)cc2)c1	-1%	7%	i	0%	6%	0%	8	0%	-14%
CC(C)(C)c1ccc(C2=CC(c3ccccc3)n3ncnc3N2)cc1 (stereo not given)	1%	19%	x	24%	0%	27%	-5	3%	19%
COc1ccc(N(C)S(=O)(=O)c2cccc(C(=O)NC3CCCC3)c2)cc1	2%	-7%	u	9%	u	14%	u	-4%	-11%
CC1(C)Cc2c(cnn2-c2ccc(F)cc2)C(NC(=O)CCN2CCCCO2)C1 (stereo not given)	-5%	7%	i	-3%	x	-11%	0	x	7%
COc1ccc(OCCSc2nnc(C)n2-c2ccccc2)cc1	2%	-3%	i	-8%	-25%	-3%	-9	-1%	1%
Cc1csc(-c2cnn(-c3ccccc3)c2NC(=O)c2ccccc2)n1	-1%	-15%	i	-16%	0%	0%	11	8%	3%
O=C(COc1ccc(F)c(Cl)c1)N1CCN(c2ccccn2)CC1	-9%	-9%	i	0%	x	-5%	5	x	7%
CC(=O)c1c(N2CCN(Cc3ccccc3)CC2)nc(=S)n(-c2ccccc2)c1C	-3%	-4%	i	2%	-8%	u	-19	3%	-14%
c1ccc(C2OC3c4cccc5cccc(c45)C3N2c2ccccc2)cc1 (stereo not given)	u	-4%	i	-4%	-5%	18µM*	90	-4%	-25%
CC1(C(=O)NS(=O)(=O)c2cccc(C#N)c2)CCN1C(=O)CCc1ccccc1 (stereo not given)	x	u	i	18%	29%	x	63	-6%	14%
CCNC(=O)C1(C)CCCN(C(=O)c2csc3ccccc23)C1 (stereo not given)	x	26%	i	16%	-15%	x	6	0%	-1%
Cc1ccc(C)c(NC(=O)CN(C)C(=O)c2cc3ccccc3o2)c1	-2%	2%	i	19%	u	-5%	9	-3%	-14%
COc1cc(NS(=O)(=O)c2ccc(NC(=O)COc3ccc(Cl)cc3Cl)cc2)nc(OC)n1	x	x	i	x	1%	x	x	0%	10%
COc1ccc(NC(=O)C2CCCN2S(=O)(=O)c2ccc(F)cc2)cc1 (stereo not given)	-7%	-1%	i	13%	0%	-4%	0	0%	-4%
COc1ccccc1CNC(=O)c1ccc(NS(=O)(=O)c2c(C)noc2C)cc1	0%	-6%	i	0%	2%	-3%	6	7%	1%
CCn1c(Oc2cccc(Br)c2)nc2c1c(=O)n(C)c(=O)n2C	9%	-14%	i	-3%	-3%	12%	4	13%	-38%
Cn1c(SCc2ccc(F)cc2)nnc1-c1ccncc1	-4%	8%	i	2%	u	-6%	-25	u	-2%
CC(Cc1nnc(SCC(=O)O)n1N)c1ccccc1 (stereo not given)	-9%	4%	i	-1%	17%	-1%	4	6%	32%
O=C(NCCC1CCCC1)c1cccs1	5%	3%	i	4%	32%	-2%	-18	-4%	x
COc1ccc(NC(=O)Cn2c(SCc3c(F)cccc3Cl)nc3ccncc32)cc1OC	x	x	i	x	8%	x	x	-1%	12%
Cc1ccc(NS(=O)(=O)c2ccc(C(=O)N3CC(C)OC(C)C3)cc2)cc1 (stereo not given)	-3%	-13%	i	-1%	-3%	6%	74	-10%	-20%
COc1cccc(NC(=O)C2(C)CCN2Cc2cccc(OC)c2F)c1 (stereo not given)	x	u	u	-18%	-22%	x	-17	-1%	10%
COc1ccc(NC(=O)c2ccco2)c([N+](=O)[O-])c1	3%	0%	i	-1%	u	-5%	-18	0%	46%[activator]
CCOc1ccccc1Nc1ccnc2cc(Cl)ccc12	u	-13%	u	-8%	u	u	-88*	-20%	u

# A second format for some results above.
Molecule: CC1(C(=O)NS(=O)(=O)c2cccc(C#N)c2)CCN1C(=O)CCc1ccccc1 (stereo not given)
  SW480 rereplic = x
  HT1080 IDH1KD tx = u
  ATXN viability = i
  HT1080NT lethal = 18%
  KB-V1 cytotox = 29%
  MCF10A rerep = x
  IL-1B inflam inh = 63
  KB-3-1 cytotox = -6%
  ATXN2 expr inh = 14%

Molecule: CCNC(=O)C1(C)CCCN(C(=O)c2csc3ccccc23)C1 (stereo not given)
  SW480 rereplic = x
  HT1080 IDH1KD tx = 26%
  ATXN viability = i
  HT1080NT lethal = 16%
  KB-V1 cytotox = -15%
  MCF10A rerep = x
  IL-1B inflam inh = 6
  KB-3-1 cytotox = 0%
  ATXN2 expr inh = -1%

# (further entries)
SMILES	SW480 rereplic	HT1080 IDH1KD tx	ATXN viability	HT1080NT lethal	KB-V1 cytotox	MCF10A rerep	IL-1B inflam inh	KB-3-1 cytotox	ATXN2 expr inh
O=C(c1cccc(C(F)(F)F)c1)N1CCCCCC1	-11%	7%	i	9%	1%	1%	9	0%	-3%
CSc1ccc(CN2CCN(C3CCCC3)C(CCO)C2)cc1 (stereo not given)	-1%	0%	i	0%	-17%	5%	28	-23%	-22%
Cc1[nH]nc2c1C(c1ccc(F)cc1)C(C#N)=C(N)O2 (stereo not given)	-1%	16%	i	-1%	u	0%	-28	3%	-17%
O=C(CNc1ccc(Br)cc1)c1ccc(Br)s1	-58%[inhibitor]	-4%	i	-19%	23%	3%	-29	-1%	25%
COc1cc(NC(=O)CCS(=O)(=O)c2ccc(Br)cc2)cc(OC)c1	x	x	i	x	-11%	x	x	-11%	10%
COc1ccc(CCNC(=O)c2cnn3ccccc23)c(OC)c1OC	-16%	12%	i	24%	0%	5%	-2	0%	35%[activator]
Cc1cc([N+](=O)[O-])nn1CC(=O)Nc1c(C)n(C)n(-c2ccccc2)c1=O	u	-4%	i	-8%	3%	-1%	11	10%	7%
CC(=O)c1cccc(OCc2cc(C(=O)N3C[C@@H](C)O[C@@H](C)C3)no2)c1	-7%	18%	i	15%	1%	13%	16	21%	51%[activator]
COc1cc(Nc2ccn3nc(-c4ccc(F)cc4)cc3n2)cc(OC)c1OC	x	0%	i	-16%	6%	x	-68*	0%	13%
Fc1ccc(Cn2nnnc2CN2CCc3ccccc3C2)cc1	8%	-16%	i	-24%	u	-1%	-10	-14%	-6%
O=C1N=C(N2CCN(c3ccccc3)CC2)S/C1=C/c1cccs1	-4%	-15%	i	-18%	u	1%	-58*	2%	4%[11.3 µM]
C[C@@]12C(=O)Nc3cc(Cl)ccc3C(=O)N1[C@H]1c3ccccc3OC[C@@H]1[C@@H]2c1ccccc1	u	-18%	i	-17%	0%	22%	u	-6%	-3%
CC(Sc1cccc[n+]1[O-])C(=O)NC1CCCCC1C (stereo not given)	-29%	-5%	i	-3%	12%	20%	22	-2%	2%
Cc1noc(C)c1CCC(=O)N1CCCC(N2CCN(c3ccc(F)cc3)CC2)C1 (stereo not given)	7%	13%	i	8%	x	10%	20	x	-9%
Cn1c(CC(=O)NC(C)(C)CO)c(Sc2ccccc2)c2ccccc21	-5%	-20%	i	-26%	-1%	u	0	0%	-3%
CC(C)(C)C(=O)Nc1c(Br)c(C2CC2)nn1-c1ccccc1	-3%	7%	i	12%	-14%	0%	-8	-5%	-14%
Nc1ccn(CC(=O)NCc2ccc3[nH]ccc3c2)c(=O)n1	-2%	3%	i	1%	-10%	-3%	19	20%	3%
O=C(Nc1ccccc1)/C(=C\c1ccco1)NC(=O)c1ccco1	-7%	3%	i	2%	9%	-2%	2	2%	2%
O=C(NCCCc1ccccc1)C1CCC(CNc2c(N3CCCCC3)c(=O)c2=O)CC1 (stereo not given)	-5%	4%	i	4%	17%	5%	-13	u	1%
CCOC(=O)c1[nH]c2ccc(OC)cc2c1NC(=S)N1CCN(c2ccccc2OC)CC1	u	13µM*	i	u	u	u	-3	8.2µM*	-15%

# Source: PubChem (National Center for Advancing Translational Sciences (NCATS))
